PI4K2A inh: blocks human PI4K2A kinase activity; Q9BTU6; purified PI4K2A, ADP-Glo luminescence, 1 h; hits give low values; activity change, negative = inhibition, % at 76.9 µM; actives 0.13% (n = 420,000); AID 1346378; in the data active = activity change below about -50%; inconclusive = mostly about -30% to -49%;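 note: -100% = wells without enzyme as full effect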
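ADP-Glo luminescence measured ADP generated by PI4K2A enzyme (4 ug/mL before mixing) with 1.2 mM PI substrate (pre-mix) and 300 microM ATP (pre-mix). Tris pH7.5 buffer with MgCl2, Triton X-100; 1 h reaction at ambient temperature.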
D2 ag: agonists of human D2 dopamine receptor. P14416. HEK293 T-REx D2 cells, calcium flux agonist mode. activation, % at 2 µM. actives 0.53% (n = 340,000);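 active = activation over 3 SD above normal in the single-dose calcium agonist read, cut at about 30% in these data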; note: 0% is about no effect
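HEK293 Trex D2 cells, tetracycline-induced, o/n 30 C 5% CO2; no-wash Ca dye, RT 30–90 min; 10-cycle baseline, 23 nl cpd added, kinetic Ca read 180 s; agonist hits = positive Ca response.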
D2 antagonist: antagonists of human D2 dopamine receptor | P14416 | HEK293 TREx D2 cells, calcium flux, dopamine EC80 | inhibition, % at 10 µM | actives 2% (n = 340,000); in the data active = inhibition above about 30%; note: 0% is about no effect
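Calcium flux kinetic readout in an inducible HEK293 TREx D2 line plated overnight at 30 C. After 180 s compound exposure, an EC80 dopamine challenge follows with another 180 s kinetic read to detect antagonism.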
TrxR1 substrate: is turned over as a substrate by rat TrxR1; O89049; purified TrxR1 substrate turnover, NADPH consumption readout; Potency, µM (doses to about 114 µM), for the others: at the highest dose activity change, negative = substrate turnover; actives 0.01% (n = 390,000); AID 588456; note: potency is the fitted concentration of half-maximal effect; % is set by controls: 0 for no effect and ±100 for the full control effect; nearly all actives have a fitted effect of over 50% in size
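Rat TrxR1, dispensed at 90 nM, was prereduced with 400 uM NADPH (final) for 5 min at ~22 deg C, then incubated with compound 15 min before 400 uM selenite. A first-read NADPH fluorescence drop versus no-compound background flagged substrates.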
USP1-UAF1 inh: USP1/UAF1 (human) deubiquitinase inhibition | actives 0.23% (n = 390,000) | recombinant USP1/UAF1, Ub-Rhodamine cleavage fluorescence | Potency, µM (series often up to 57.1 µM), for inactives: top-dose activity change, negative = inhibition, usual class: inhibitors | O94782; note: potency is the fitted concentration of half-maximal effect; % is set by controls: 0 for no effect and ±100 for the full control effect; nearly all actives have a fitted effect of over 60% in size; inactives centre near -12
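High-throughput fluorogenic screen: 1nM USP1/UAF1 complex, Ub-Rho substrate 150nM final, 50mM HEPES pH 7.8 with 0.5mM EDTA, 0.1 mg/ml BSA, 1mM TCEP and 0.01% Tween-20.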
mIDH1 inhibitor: human IDH1 R132H inhibition. AID 602179. actives 0.093% (n = 390,000). O75874. Potency, µM (top dose mostly 76.6 µM), without a hit: at the top dose activity change, negative = inhibition, actives largely listed as inhibitors. IDH1-R132H enzyme, NADPH consumption, diaphorase/resazurin fluorescence; note: potency is the fitted concentration of half-maximal effect; % is set by controls: 0 for no effect and ±100 for the full control effect; nearly all actives have a fitted effect of over 65% in size
Target sequence (O75874 whole entry R132H, stated change not applied): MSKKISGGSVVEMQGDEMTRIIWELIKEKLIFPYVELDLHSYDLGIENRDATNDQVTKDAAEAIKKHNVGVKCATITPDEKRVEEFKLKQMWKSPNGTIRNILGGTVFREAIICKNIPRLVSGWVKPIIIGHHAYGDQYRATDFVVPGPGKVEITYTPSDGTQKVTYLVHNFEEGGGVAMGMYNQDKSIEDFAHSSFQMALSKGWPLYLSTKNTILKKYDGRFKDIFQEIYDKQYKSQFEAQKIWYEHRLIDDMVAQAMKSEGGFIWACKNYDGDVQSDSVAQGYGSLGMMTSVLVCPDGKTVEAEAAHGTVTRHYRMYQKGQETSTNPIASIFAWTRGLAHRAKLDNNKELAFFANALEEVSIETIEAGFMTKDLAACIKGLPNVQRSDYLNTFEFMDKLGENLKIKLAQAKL
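IDH1-R132H (0.5 ug/mL) preincubated 30 min with compound, then NADPH (0.016 mM) and alpha-KG (2 mM) added; 80 min at RT, pH 7.5. Remaining NADPH coupled via diaphorase/resazurin to fluorescence (540/590 nm); concentration-response curves normalized to no-enzyme control.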
TRHR agonist: activates the human TRH receptor. P34981. TRHR cells, calcium flux fluo-8, FDSS agonist mode. activation, % at 2 µM. actives 0.18% (n = 360,000). AID 493084; in the data active = activation above about 30%; note: 0% is about no effect
Target sequence (P34981 whole entry, looked up): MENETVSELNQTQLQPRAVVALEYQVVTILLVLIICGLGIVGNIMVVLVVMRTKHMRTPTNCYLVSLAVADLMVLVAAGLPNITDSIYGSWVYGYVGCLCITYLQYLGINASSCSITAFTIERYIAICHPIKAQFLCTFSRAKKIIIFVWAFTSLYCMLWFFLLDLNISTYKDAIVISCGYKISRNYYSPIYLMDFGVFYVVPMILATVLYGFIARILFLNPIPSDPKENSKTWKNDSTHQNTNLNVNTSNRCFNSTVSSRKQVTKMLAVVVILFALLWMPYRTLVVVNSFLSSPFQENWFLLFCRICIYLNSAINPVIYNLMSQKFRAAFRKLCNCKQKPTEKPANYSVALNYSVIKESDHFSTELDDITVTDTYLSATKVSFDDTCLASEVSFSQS
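Steps: seed TRHR cells overnight; add fluo-8 no-wash Ca dye, RT 30 min–1.5 h; record 10 s baseline; pin-transfer compounds; monitor fluorescence 1 cycle/s for the agonist window. Calcium increases flag candidate agonists.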
TRHR PAM: allosterically enhances the human TRH receptor | P34981 | TRHR cells, fluo-8 calcium fluorescence, EC20 TRH enhancement | enhancement, % at 2 µM | actives 0.66% (n = 360,000) | AID 493056; in the data active = enhancement above about 30%; note: 0% is about no effect
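TRHR-expressing cells loaded with fluo-8 calcium dye were read kinetically (ex 480/em 530) during compound addition, then stimulated with an EC20 of TRH (10 nM final). Enhancement of the Gq-mediated intracellular calcium response was scored.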
TrxR1 inh: rat TrxR1 inhibition | AID 588453 | O89049 | actives 1% (n = 390,000) | recombinant rTrxR1, NADPH fluorescence consumption, selenite substrate | Potency, µM (doses to about 114 µM), for inactives: at the top dose activity change, negative = inhibition, usual class: inhibitors; note: potency is the fitted concentration of half-maximal effect; % is set by controls: 0 for no effect and ±100 for the full control effect; nearly all actives have a fitted effect of over 65% in size
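Rat TrxR1 (90 nM in the dispensed reagent) was pre-reduced with 400 uM NADPH for 5 min at room temperature, then incubated with compound for 15 min. After 400 uM selenite was added, NADPH fluorescence (Ex 340/Em 450 nm) was followed for 8 min.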
Numbers without * were called inactive; u = inconclusive; x = no result given; & = joins results of further samples; [ ] = dose if it differs, or a comment. Unless noted, calls come from the whole dose curve; as a rule, active = well fitted inhibition curve with a large enough effect; inconclusive = small, poorly fitted or top-dose-only effect; inactive = no such curve, though single readings can be large or run the other way.

Fields: TrxR1 inh, mIDH1 inhibitor, USP1-UAF1 inh, TRHR agonist, TRHR PAM, PI4K2A inh, TrxR1 substrate, D2 ag, D2 antagonist
1. C=C(c1ccc(OC)cc1)c1ccc(OC)cc1
 : 11%, 3%, -5%, 0.1, -9, 1, 7%, -0.2, 10
2. COc1cc(C2SCC(=O)N2c2c(C)n(C)n(-c3ccccc3)c2=O)ccc1O (stereo unspecified)
 : -2%, 2%, -14%, -0.1, 2, 6, -6%, -0.2, 15
3. COc1ccc(/C=C/c2ccc3ccccc3[n+]2C)cc1OC
 : 6%&-24%, 10%, -18%, 1.0, 10, -5, 3%&-10%, 0.9, -5
4. O=C(CSc1ncn[nH]1)NCCOc1ccccc1
 : 2%, 4%, -11%, 1.5, 5, 9, -2%, -0.7, -13
5. COc1ccc(CN(C)CC(O)COC(c2ccccc2)c2ccccc2)c(OC)c1OC (stereo unspecified)
 : 0%, 4%, -3%, 1.1, 3, 2, -2%, 0.9, -27
6. Cc1ccc2c(Cl)c(C(=O)Nc3nn[nH]n3)sc2c1
 : 19%[57.1 µM], 14%, -25%, -0.3, 1, -3, -6%, -1.3, 9
7. CN(C)S(=O)(=O)c1cccc(-c2nn(-c3ccccc3)cc2/C=C(/C#N)C(=O)NCc2ccco2)c1
 : 16%, 6%, -12%, 0.6, -17, -4, 10%, 0.3, -2
8. C[C@H](NC(=O)OC(C)(C)C)C(=O)N/N=C/C1=Cc2ccccc2OC1
 : 11%, 2%, 1%, -0.1, -1, -4, 24%, x, x
9. CS(=O)(=O)c1ncc(N(Cc2ccccc2)Cc2ccco2)c(C(=O)Nc2cccc(C(F)(F)F)c2)n1
 : 26%, -9%, -12%, 0.7, 2, 0, 4%, 3.8, x
10. Cc1ccnc(NC(=O)COc2c(C)cc(C)cc2[N+](=O)[O-])c1
 : 9%[57.1 µM], 1%, -18%, -0.5, -11, -1, 10%[57.1 µM], 1.1, 7
11. Cc1ccccc1Cn1c(C)nc2ccc([N+](=O)[O-])cc2c1=O
 : 31%, 0%, -26%, 0.1, -11, 1, 6%, -1.0, 0
12. Cc1cc(C)cc(NC(=O)C2(c3cccs3)CCOCC2)c1
 : 18%[57.1 µM], 19%&3%, -21%&-9%, -0.2&-0.2, -5&0, 3&-2, 0%[57.1 µM], 0.8&-1.0, -1
13. Cc1cc(Cl)ccc1OCC(O)CNCCc1ccc(S(N)(=O)=O)cc1 (stereo unspecified)
 : 2%, 4%, 9%, 1.4, -18, -1, -3%, x, x
14. CN=C(Nc1cc(C)nn1CCC#N)c1ccccc1
 : 9%, 7%, -4%, 0.4, 2, -2, 6%, -0.2, -5
15. Cc1ccnc(SCCn2c(N3CCOCC3)nc3c2c(=O)[nH]c(=O)n3C)n1
 : 12%[57.1 µM], 2%, -15%, x, x, 4, 12%[57.1 µM], x, x
16. CC1(C)Cc2cccc(OCC(O)CNCc3ccccn3)c2O1 (stereo unspecified)
 : -2%, 0%, -8%, 0.6, 9, 0, 0%, 0.0, -1
17. Cc1ccc(NC(=O)CCNS(=O)(=O)c2ccc3[nH]c(=O)oc3c2)c(Cl)c1
 : 10%, -7%, -32%, 0.7, 2, 0, 2%, 0.6, -13
18. C=CCn1c(SCC(=O)Nc2nc(C)cs2)nnc1C(C)NC(=O)c1ccccc1Cl (stereo unspecified)
 : -13%, 6%, -3%, -0.8, 1, -1, -6%, 1.1, 9
19. COc1ccc(NC(=O)CCNS(=O)(=O)c2cccc3nsnc23)cc1Cl
 : -1%, -5%, -20%, 0.0, 2, 0, -7%, 0.0, x
20. CCOc1ccc(CNC(=O)COc2cc(=O)n(C)c3ccccc23)cc1
 : 40%[activator], 8%, -18%, 0.4, 5, 3, 4%, -0.7, x
21. CN(C)S(=O)(=O)c1ccc2oc(SCC(=O)NCC(F)(F)F)nc2c1
 : 12%, -3%, -2%, -0.6, 8, 4, -3%, 0.9, -4
22. Cc1cccn2cc(COc3cccc([N+](=O)[O-])c3)nc12
 : 14%, 7%, -23%, -0.4, 16, -3, 7%, 0.7, 4
23. COc1cc2c(cc1NC(=O)C(C)N1CCN(S(=O)(=O)c3ccccc3[N+](=O)[O-])CC1)oc1ccccc12 (stereo unspecified)
 : 7%, -2%, -3%, -0.9, -9, -3, 0%, 0.9, -8
24. NC(=O)C1CCN(C(=O)CCc2nc3sc4c(c3c(=O)[nH]2)CCCC4)CC1
 : -12%, 7%, 1%, 1.3, 10, 0, 1%, -0.1, -3
25. CCCCn1c(NS(=O)(=O)c2ccc(C)cc2)c(S(=O)(=O)c2ccccc2)c2nc3ccccc3nc21
 : 1%, 1%, 28µM*, 0.2, -4, 1, 282%[activator], 1.4, -16
26. CCOC(=O)C1CCCN(C2=NC(=O)/C(=C/c3ccc(O)c(OC)c3)S2)C1 (stereo unspecified)
 : -15%, -1%, u, 11, -4, 0, -15%, 0.8, -1
27. CCOC(=O)c1ccc(NC(=O)Cn2cnc3sc(C(=O)OCC)c(C)c3c2=O)cc1
 : 30%[57.1 µM], -18%, -11%, 0.3, -2, -2, 0%[57.1 µM], 0.1, x
28. CCCSC1=C(C#N)C(c2ccccc2C)C(C(=O)OC)C(=O)N1 (stereo unspecified)
 : 25%, 4%, 10%, -1.2, -1, -5, 4%, -0.7, -4
29. COc1ccc(S(=O)(=O)N2CCN(C(=O)c3c(C)nn(-c4ccccc4)c3Cl)CC2)cc1
 : -9%, 4%, -1%, -0.9, -8, 2, -13%, 0.6, -19
30. O=C(O)c1ccc(N/N=C/c2cn(Cc3ccc(F)cc3)c3ccccc23)cc1
 : -5%, 12%, -15%, -0.9, 1, -6, 12%, -0.7, -2
31. COc1ccccc1NS(=O)(=O)NC(=O)c1cn(C)c2ccccc12
 : 11%, 1%, -15%, 0.4, 13, -4, 5%, -1.2, 15
32. CC12CCC(C(=O)NCc3ccccc3)(OC1=O)C2(C)C (stereo unspecified)
 : 15%[57.1 µM], 13%, -9%, 0.0, 3, 1, 13%[57.1 µM], -0.2, -16
33. O=C(CN1CCCCC1)NN(Cc1ccccc1)c1ccccc1
 : 15%[57.1 µM], 7%, -6%, -0.4, -5, 5, -22%[57.1 µM], 0.2, -10
34. O=C(COC(=O)c1cc(=O)[nH]c2ccccc12)NC1CCCCCCC1
 : 16%[57.1 µM], 1%, -11%, -0.6, 19, 5, 6%[57.1 µM], 2.4, 1
35. CCC(C)[C@H](NC(=O)N1CC(=O)Nc2ccccc21)C(=O)Nc1nccs1 (stereo partly specified)
 : 22%, -7%, -10%, -0.4, -10, 7, 9%, -1.7, 9
36. Cc1ccc(C(CC(=O)N2CCCC2)c2ccccc2)c(O)c1C (stereo unspecified)
 : 8%[57.1 µM], 4%, -11%, -1.3, 1, 4, 3%[57.1 µM], x, x
37. Cc1ccnc(SCc2cn3c(C)cccc3n2)n1
 : 20%[11.4 µM], 12%, 0%, -0.3, -5, 3, 10%[57.1 µM], 0.2, -15
38. CC(C)COc1cccc(C(=O)NC2(C)CCS(=O)(=O)C2)c1 (stereo unspecified)
 : u, 0%, -19%, -2.5, -10, -2, -11%, -0.5, -3
39. CC(/C=C/c1ccco1)=N\NC(=O)c1cccc(Cl)c1
 : u, -1%, -18%, -0.3, -6, 9, -18%, -0.2, -17
40. C=CC(COCc1ccccc1)N([C@@H](Cc1ccccc1)C(=O)OC)S(=O)(=O)c1ccccc1Br (stereo partly specified)
 : 13%&7%, -8%, 20%, x, x, -4, -3%&-9%, x, x

Molecules from the list above that have a Cl atom, in the order listed:
Fields: TrxR1 inh, mIDH1 inhibitor, USP1-UAF1 inh, TRHR agonist, TRHR PAM, PI4K2A inh, TrxR1 substrate, D2 ag, D2 antagonist
6. Cc1ccc2c(Cl)c(C(=O)Nc3nn[nH]n3)sc2c1
 : 19%[57.1 µM], 14%, -25%, -0.3, 1, -3, -6%, -1.3, 9
13. Cc1cc(Cl)ccc1OCC(O)CNCCc1ccc(S(N)(=O)=O)cc1 (stereo unspecified)
 : 2%, 4%, 9%, 1.4, -18, -1, -3%, x, x
17. Cc1ccc(NC(=O)CCNS(=O)(=O)c2ccc3[nH]c(=O)oc3c2)c(Cl)c1
 : 10%, -7%, -32%, 0.7, 2, 0, 2%, 0.6, -13
18. C=CCn1c(SCC(=O)Nc2nc(C)cs2)nnc1C(C)NC(=O)c1ccccc1Cl (stereo unspecified)
 : -13%, 6%, -3%, -0.8, 1, -1, -6%, 1.1, 9
19. COc1ccc(NC(=O)CCNS(=O)(=O)c2cccc3nsnc23)cc1Cl
 : -1%, -5%, -20%, 0.0, 2, 0, -7%, 0.0, x
29. COc1ccc(S(=O)(=O)N2CCN(C(=O)c3c(C)nn(-c4ccccc4)c3Cl)CC2)cc1
 : -9%, 4%, -1%, -0.9, -8, 2, -13%, 0.6, -19
39. CC(/C=C/c1ccco1)=N\NC(=O)c1cccc(Cl)c1
 : u, -1%, -18%, -0.3, -6, 9, -18%, -0.2, -17
